NSD2 inh: inhibitors of human NSD2, primary screen, biochemical, plate reader, single point; Histone-lysine N-methyltransferase NSD2 (Homo sapiens), O96028; NSD2-SET H3K36me1 DELFIA fluorescence; inhibition, % at 12.5 µM; 0.07% of 44,000 active; AID 624260, 2012; in the data active = inhibition above about 54%, passing the limit was not always enough;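 also: inhibitors reduce the monomethyl H3K36 fluorescence signal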
Target sequence (O96028 whole entry, looked up): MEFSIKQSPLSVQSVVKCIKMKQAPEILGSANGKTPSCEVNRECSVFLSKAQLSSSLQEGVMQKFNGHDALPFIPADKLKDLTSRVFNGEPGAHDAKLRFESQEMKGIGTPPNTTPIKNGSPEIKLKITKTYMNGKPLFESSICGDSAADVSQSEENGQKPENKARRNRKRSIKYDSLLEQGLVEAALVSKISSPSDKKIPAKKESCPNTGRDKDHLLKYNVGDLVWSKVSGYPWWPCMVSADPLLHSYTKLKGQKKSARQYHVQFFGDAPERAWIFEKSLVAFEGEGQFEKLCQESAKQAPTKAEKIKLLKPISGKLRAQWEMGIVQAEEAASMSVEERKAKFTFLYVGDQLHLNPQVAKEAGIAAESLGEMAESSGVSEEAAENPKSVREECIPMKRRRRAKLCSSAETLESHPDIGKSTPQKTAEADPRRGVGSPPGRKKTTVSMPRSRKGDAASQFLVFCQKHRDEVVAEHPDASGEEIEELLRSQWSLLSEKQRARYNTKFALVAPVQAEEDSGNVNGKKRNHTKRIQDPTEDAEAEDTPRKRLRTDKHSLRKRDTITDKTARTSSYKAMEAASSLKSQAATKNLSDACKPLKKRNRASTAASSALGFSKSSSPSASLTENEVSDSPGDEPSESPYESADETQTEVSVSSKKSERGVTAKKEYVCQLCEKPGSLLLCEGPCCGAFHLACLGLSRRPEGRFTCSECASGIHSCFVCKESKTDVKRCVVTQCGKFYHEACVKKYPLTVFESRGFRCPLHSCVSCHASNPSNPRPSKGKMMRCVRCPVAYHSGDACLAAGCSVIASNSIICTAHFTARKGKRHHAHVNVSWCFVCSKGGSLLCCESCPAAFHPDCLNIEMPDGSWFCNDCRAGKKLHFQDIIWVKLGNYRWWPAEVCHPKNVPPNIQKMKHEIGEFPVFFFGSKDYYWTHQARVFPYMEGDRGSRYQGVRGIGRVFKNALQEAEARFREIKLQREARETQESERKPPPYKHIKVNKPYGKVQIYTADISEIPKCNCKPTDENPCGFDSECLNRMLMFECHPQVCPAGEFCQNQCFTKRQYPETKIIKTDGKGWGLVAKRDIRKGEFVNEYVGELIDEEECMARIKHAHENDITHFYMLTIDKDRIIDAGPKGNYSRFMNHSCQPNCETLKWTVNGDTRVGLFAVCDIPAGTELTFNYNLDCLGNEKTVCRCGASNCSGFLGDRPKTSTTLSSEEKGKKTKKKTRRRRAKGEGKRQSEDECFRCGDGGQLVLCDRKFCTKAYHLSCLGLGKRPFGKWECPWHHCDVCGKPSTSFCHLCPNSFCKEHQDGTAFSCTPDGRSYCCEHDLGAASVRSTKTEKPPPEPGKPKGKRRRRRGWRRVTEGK
The depositor's hits bear a star; i = inactive.

SMILES	NSD2 inh
C[C@H](CO)N1C[C@H](C)[C@H](CN(C)Cc2ccccn2)Oc2ncc(C#CC3(O)CCCC3)cc2C1=O	2.5
C[C@@H]1CCCCO[C@@H](CN(C)C(=O)CCC(F)(F)F)[C@@H](C)CN([C@H](C)CO)C(=O)c2cc(NC(=O)Nc3ccc(F)cc3)ccc2O1	-4.8
COc1ccc(S(=O)(=O)Nc2ccc3c(c2)C(=O)N([C@H](C)CO)C[C@@H](C)[C@H](CN(C)Cc2ccc(C(F)(F)F)cc2)O3)cc1	-2.9
Cc1noc(C)c1NC(=O)N(C)C[C@H]1Oc2ccc(NS(=O)(=O)c3ccc(F)cc3)cc2CC(=O)N([C@@H](C)CO)C[C@H]1C	-0.2
C[C@@H]1CCCCO[C@H](CN(C)S(=O)(=O)c2cn(C)cn2)[C@@H](C)CN([C@@H](C)CO)C(=O)c2cc(NC(=O)CCC(F)(F)F)ccc2O1	-0.4
COc1ccc(CN(C)C[C@@H]2Oc3c(NC(=O)C4CCOCC4)cccc3C(=O)N([C@@H](C)CO)C[C@H]2C)cc1	0.6
C[C@H](O)C#Cc1cnc2c(c1)C(=O)N([C@H](C)CO)C[C@H](C)[C@H](CN(C)C(=O)c1ccncc1)O2	5.4
C[C@@H]1CN([C@H](C)CO)C(=O)c2cccc(NS(C)(=O)=O)c2O[C@H]1CN(C)Cc1ccc(Oc2ccccc2)cc1	1.8
C[C@@H]1CN([C@H](C)CO)C(=O)c2cc(-c3ccc(F)cc3)cnc2O[C@H]1CN(C)S(C)(=O)=O	-0.6
C[C@H](CO)N1C[C@H](C)[C@H](CN(C)C)Oc2cc(-c3cncnc3)ccc2S1(=O)=O	-0.6
COCC(=O)N(C)C[C@H]1Oc2ncc(C#Cc3ccccc3)cc2C(=O)N([C@@H](C)CO)C[C@H]1C	7.3
CCCC#Cc1cnc2c(c1)C(=O)N([C@H](C)CO)C[C@H](C)[C@@H](CN(C)C(=O)c1ccc3c(c1)OCO3)O2	2.9
C[C@@H]1CN([C@@H](C)CO)C(=O)c2cccc(NS(=O)(=O)c3cn(C)cn3)c2O[C@H]1CN(C)S(=O)(=O)c1cccs1	0.0
C[C@H](CO)N1C[C@H](C)[C@@H](CN(C)C(=O)c2ccccc2F)Oc2ncc(-c3cccnc3)cc2C1=O	3.0
CC(C)NC(=O)N(C)C[C@@H]1Oc2c(NS(=O)(=O)c3cccs3)cccc2C(=O)N([C@H](C)CO)C[C@H]1C	17.2
Cc1noc(C)c1NC(=O)N(C)C[C@@H]1Oc2ncc(C#CC(C)(C)O)cc2C(=O)N([C@H](C)CO)C[C@@H]1C	0.8
Cc1ccc(S(=O)(=O)N(C)C[C@H]2Oc3ccc(NS(=O)(=O)c4ccc(Cl)cc4)cc3CC(=O)N([C@@H](C)CO)C[C@@H]2C)cc1	-5.9
Cc1ccccc1-c1cnc2c(c1)C(=O)N([C@@H](C)CO)C[C@H](C)[C@H](CN(C)C(=O)c1ccccc1)O2	3.5
C[C@@H]1CN([C@H](C)CO)C(=O)c2cc(NC(=O)Nc3ccc4c(c3)OCO4)ccc2O[C@@H]1CN(C)Cc1ccc(-c2ccccc2)cc1	-1.0
C[C@H](CO)N1C[C@H](C)[C@@H](CN(C)C(=O)c2ccncc2)OCCCC[C@H](C)Oc2ccc(NS(=O)(=O)c3ccc(F)cc3)cc2C1=O	3.9

The list goes on (2 carried over from the part before).
SMILES	NSD2 inh
C[C@@H]1CN([C@H](C)CO)C(=O)c2cc(NC(=O)Nc3ccc4c(c3)OCO4)ccc2O[C@@H]1CN(C)Cc1ccc(-c2ccccc2)cc1	-1.0
C[C@H](CO)N1C[C@H](C)[C@@H](CN(C)C(=O)c2ccncc2)OCCCC[C@H](C)Oc2ccc(NS(=O)(=O)c3ccc(F)cc3)cc2C1=O	3.9
CC(C)=CCC/C(C)=C/CC/C(C)=C/CSCC(=O)O	-8.2
Cn1cnc2nc(NCCO)nc(NCc3ccccc3)c21	-1.7
COc1ccccc1S(=O)(=O)N(C)C[C@@H]1OCc2ccccc2-c2c(n(C)c3ccccc23)C(=O)N([C@H](C)CO)C[C@H]1C	2.7
C[C@@H]1CN([C@H](C)CO)C(=O)c2cc(C#C[C@@H](C)O)cnc2O[C@@H]1CN(C)C(=O)c1ccccc1F	-5.4
C[C@H]1CCCCO[C@@H](CN(C)S(=O)(=O)c2cn(C)cn2)[C@@H](C)CN([C@@H](C)CO)C(=O)c2cc(NS(=O)(=O)c3ccccc3)ccc2O1	2.7
C[C@@H]1CN([C@H](C)CO)C(=O)c2c(c3ccccc3n2C)-c2ccccc2CO[C@H]1CN(C)Cc1ccncc1	1.1
CCCNC(=O)N(C)C[C@H]1Oc2cc(-c3cccnc3)ccc2S(=O)(=O)N([C@@H](C)CO)C[C@@H]1C	2.7
C[C@@H]1CN([C@H](C)CO)C(=O)c2cc(C#C[C@@H](C)O)cnc2O[C@@H]1CN(C)C(=O)Nc1ccc(C(F)(F)F)cc1	-6.3
O=C1CCC(=O)N1CCOP1(=O)COc2ccccc2OC1	-2.9
CC(C)NC(=O)N(C)C[C@@H]1Oc2ccc(NC(=O)C3CC3)cc2CC(=O)N([C@H](C)CO)C[C@@H]1C	1.1
C[C@@H]1CN([C@@H](C)CO)C(=O)c2cc(NS(=O)(=O)c3ccccc3)ccc2O[C@@H](C)CCCCO[C@@H]1CN(C)S(=O)(=O)c1ccc(F)cc1	0.2
Cc1noc(C)c1S(=O)(=O)N(C)C[C@H]1OCc2ccccc2-c2c(n(C)c3ccccc23)C(=O)N([C@@H](C)CO)C[C@H]1C	-6.9
CC(C)NC(=O)Nc1ccc2c(c1)C(=O)N([C@@H](C)CO)C[C@H](C)[C@@H](CN(C)S(=O)(=O)c1cccs1)OCCCC[C@@H](C)O2	-1.7
C[C@H]1CN([C@@H](C)CO)C(=O)c2cc(/C=C/c3ccccc3)cnc2O[C@H]1CN(C)C(=O)c1cnccn1	1.7
Cc1noc(C)c1NC(=O)Nc1cccc2c1O[C@H](CN(C)C(=O)NC1CCCCC1)[C@H](C)CN([C@@H](C)CO)C2=O	-1.3
C=CC1c2cc(O)c(OC)cc2CCN1Cc1sc2ccccc2c1Cl (stereo not drawn)	0.6
Cc1noc(C)c1S(=O)(=O)Nc1ccc2c(c1)C(=O)N([C@@H](C)CO)C[C@H](C)[C@@H](CN(C)Cc1ccc(C(=O)O)cc1)O2	-1.0
COc1ccc(NC(=O)Nc2ccc3c(c2)C(=O)N([C@@H](C)CO)C[C@H](C)[C@@H](CN(C)C(=O)C2CCCCC2)OCCCC[C@@H](C)O3)cc1	-4.1
COc1cccc(S(=O)(=O)N(C)C[C@@H]2Oc3ncc(C#CC(C)C)cc3C(=O)N([C@@H](C)CO)C[C@@H]2C)c1	-5.9
COCCNC(=O)C[C@H]1C[C@@H]2c3cc(NS(=O)(=O)c4ccccc4)ccc3O[C@@H]2[C@@H](CO)O1	-7.7
C[C@H]1CN([C@@H](C)CO)C(=O)c2cc(NS(C)(=O)=O)ccc2O[C@@H]1CN(C)CC1CCCCC1	1.3
CC(C)NC(=O)Nc1ccc2c(c1)C(=O)N([C@H](C)CO)C[C@@H](C)[C@H](CN(C)Cc1ccncc1)OCCCC[C@H](C)O2	-9.1
O=C(NO)c1ccc(C(=O)N/N=C/c2c[nH]c3ccccc23)cc1	4.8
C[C@H](CO)N1C[C@H](C)[C@@H](CN(C)C)Oc2c(NS(=O)(=O)c3ccc(F)cc3)cccc2C1=O	i
NC(=O)COc1ccc(Br)cc1C1C2=C(CCCC2=O)NC2=C1C(=O)CCC2	9.9
COc1ccc(-c2cnc3c(c2)C(=O)N([C@@H](C)CO)C[C@H](C)[C@@H](CN(C)C(=O)C2CCC2)O3)cc1	-0.2
CN(C)C(=O)C[C@H]1CC[C@H](NC(=O)Nc2cccc(F)c2)[C@@H](CO)O1	-0.1
OC1(c2ccc3c(c2)OCO3)OCC2C(c3ccc4c(c3)OCO4)OCC21O (stereo not drawn)	3.4
C[C@H]1CN([C@@H](C)CO)C(=O)c2cc(NS(=O)(=O)c3ccc(F)cc3)ccc2O[C@@H]1CN(C)C	3.6
C/C=C(/C)C(=O)O[C@@H]1c2cc(OC)c(OC)cc2-c2c(ccc(OC)c2OC)C[C@H]2C(=O)OC[C@H]12	-4.5
CC(C)C#Cc1ccc2c(c1)O[C@H](CN(C)C(=O)C1CC1)[C@@H](C)CN([C@@H](C)CO)S2(=O)=O	-11.2
C/C=C/c1ccc2c(c1)O[C@@H](CN(C)CC1CCCC1)[C@H](C)CN([C@H](C)CO)S2(=O)=O	-0.8
C[C@H](CO)N1C[C@H](C)[C@@H](CN(C)Cc2ccc(C(=O)Nc3ccccc3N)cc2)Oc2ccc(NC(=O)Cn3cnnn3)cc2C1=O	-0.5
C[C@H](CO)N1C[C@H](C)[C@H](CN(C)C(=O)Nc2ccc3c(c2)OCO3)Oc2ccc(NC(=O)Cc3ccccc3)cc2CC1=O	-6.3
C[C@@H]1CN([C@@H](C)CO)C(=O)CCCn2nncc2CO[C@H]1CN(C)C(=O)c1ccncc1	-2.7
C[C@H](CO)N1C[C@H](C)[C@@H](CN(C)Cc2ccc(Cl)c(Cl)c2)Oc2c(NS(C)(=O)=O)cccc2C1=O	-2.9
Cc1noc(C)c1NC(=O)N(C)C[C@H]1Oc2ccc(NC(=O)Cn3cnnn3)cc2C(=O)N([C@@H](C)CO)C[C@H]1C	-2.5
C[C@@H]1CN([C@@H](C)CO)C(=O)Cc2cc(NC(=O)Nc3ccc(F)cc3)ccc2O[C@H]1CN(C)S(=O)(=O)c1cccs1	-7.7
C[C@H](CO)N1C[C@H](C)[C@@H](CN(C)Cc2ccc(Cl)c(Cl)c2)Oc2ccc(NS(=O)(=O)c3cccs3)cc2CC1=O	-7.7
CN(C)CC(=O)N[C@@H]1C=C[C@H](CC(=O)NCc2ccccc2F)O[C@H]1CO	4.8
CCO[C@H]1OC(C(=O)N2CCOCC2)=C[C@@H](c2cn(C(C)=O)c3ccccc23)[C@@H]1CCCO	8.6
C[C@H]1CN([C@@H](C)CO)C(=O)c2cc(-c3ccc(F)cc3)cnc2O[C@H]1CN(C)C(=O)c1ccccn1	1.6
COc1ccc(NC(=O)Nc2ccc3c(c2)C(=O)N([C@H](C)CO)C[C@H](C)[C@@H](CN(C)Cc2ccccc2)OCCCC[C@H](C)O3)cc1	-4.2
CCCNC(=O)N(C)C[C@@H]1Oc2cc(Br)ccc2S(=O)(=O)N([C@@H](C)CO)C[C@@H]1C	0.3
COc1ccc(S(=O)(=O)N(C)C[C@@H]2OCCCC[C@H](C)Oc3ccc(NC(=O)CCCN(C)C)cc3C(=O)N([C@H](C)CO)C[C@H]2C)cc1	8.5
CC(C)NC(=O)N(C)C[C@@H]1Oc2ccc(NC(=O)Nc3ccccc3)cc2CC(=O)N([C@H](C)CO)C[C@@H]1C	-0.2
C[C@@H]1CN([C@H](C)CO)C(=O)Cc2cc(NC(=O)Nc3ccc(C(F)(F)F)cc3)ccc2O[C@@H]1CN(C)C(=O)Nc1cccc2ccccc12	-11.2
CC(C)NC(=O)N(C)C[C@H]1Oc2ccc(NC(=O)Nc3cccc4ccccc34)cc2C(=O)N([C@@H](C)CO)C[C@@H]1C	5.2
COc1ccc([Si](C)(C)[C@H]2[C@H](CCn3cc([C@H](O)c4ccccc4)nn3)O[C@@]3(C(=O)N(Cc4ccc(N5CCC5=O)cc4)c4ccccc43)[C@@H]2C)cc1	4.2
CC(=O)N(C)C[C@H]1Oc2cc(C#CC(C)(C)O)ccc2S(=O)(=O)N([C@H](C)CO)C[C@H]1C	-8.7
C[C@@H]1CCCCO[C@@H](CN(C)C(=O)c2ccccc2)[C@H](C)CN([C@@H](C)CO)C(=O)c2cc(NC(=O)Nc3ccc(C(F)(F)F)cc3)ccc2O1	-3.6
C[C@H](CO)N1C[C@H](C)[C@@H](CN(C)C(=O)c2ccccc2)OCCCC[C@H](C)Oc2ccc(NC(=O)CCCN(C)C)cc2C1=O	6.1
CC(C)CC#Cc1cnc2c(c1)C(=O)N([C@@H](C)CO)C[C@H](C)[C@@H](CN(C)Cc1ccc(C(=O)O)cc1)O2	0.2
CC(C)NC(=O)N(C)C[C@H]1OCCCC[C@H](C)Oc2ccc(NS(=O)(=O)c3ccccc3)cc2C(=O)N([C@H](C)CO)C[C@H]1C	0.6
C[C@H]1CN([C@@H](C)CO)C(=O)c2cc(NC(=O)Nc3cccc4ccccc34)ccc2O[C@@H]1CN(C)CC1CCCCC1	1.6
CC(C)NC(=O)N(C)C[C@H]1OCc2cn(nn2)CCCC(=O)N([C@@H](C)CO)C[C@H]1C	3.2
C[C@H](CO)N1C[C@H](C)[C@H](CN(C)CC2CCOCC2)Oc2ncc(C#Cc3ccc(F)cc3)cc2C1=O	-2.3
C[C@@H]1CCCCO[C@@H](CN(C)S(=O)(=O)c2ccccc2)[C@H](C)CN([C@@H](C)CO)C(=O)c2cc(NC(=O)Nc3ccccc3)ccc2O1	3.3
Cc1noc(C)c1S(=O)(=O)Nc1ccc2c(c1)C(=O)N([C@@H](C)CO)C[C@H](C)[C@H](CN(C)C)O2	-2.5
CCC(=O)N(C)C[C@@H]1Oc2cc(C#CCOC)ccc2S(=O)(=O)N([C@@H](C)CO)C[C@H]1C	-2.4

Part of the list above, comma-delimited:
canonical_smiles,NSD2 inh
CC(C)NC(=O)N(C)C[C@H]1Oc2ccc(NC(=O)Nc3cccc4ccccc34)cc2C(=O)N([C@@H](C)CO)C[C@@H]1C,5.2
COc1ccc([Si](C)(C)[C@H]2[C@H](CCn3cc([C@H](O)c4ccccc4)nn3)O[C@@]3(C(=O)N(Cc4ccc(N5CCC5=O)cc4)c4ccccc43)[C@@H]2C)cc1,4.2
CC(=O)N(C)C[C@H]1Oc2cc(C#CC(C)(C)O)ccc2S(=O)(=O)N([C@H](C)CO)C[C@H]1C,-8.7
C[C@@H]1CCCCO[C@@H](CN(C)C(=O)c2ccccc2)[C@H](C)CN([C@@H](C)CO)C(=O)c2cc(NC(=O)Nc3ccc(C(F)(F)F)cc3)ccc2O1,-3.6
C[C@H](CO)N1C[C@H](C)[C@@H](CN(C)C(=O)c2ccccc2)OCCCC[C@H](C)Oc2ccc(NC(=O)CCCN(C)C)cc2C1=O,6.1
CC(C)CC#Cc1cnc2c(c1)C(=O)N([C@@H](C)CO)C[C@H](C)[C@@H](CN(C)Cc1ccc(C(=O)O)cc1)O2,0.2
CC(C)NC(=O)N(C)C[C@H]1OCCCC[C@H](C)Oc2ccc(NS(=O)(=O)c3ccccc3)cc2C(=O)N([C@H](C)CO)C[C@H]1C,0.6

This is a subset (hit frequency here may not be typical).
